PMI activator: activators of human phosphomannose isomerase | P34949 | purified human PMI, coupled resazurin fluorescence, 20 min; hits give high values; 1 = vehicle control, 0 substrate-free wells | activation factor at 20 µM | 190,000 compounds, 0.005% hits | AID 1214;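 active = activation factor of 2 or more at 20 µM, relative to plate controls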
Target sequence (P34949 whole entry, looked up): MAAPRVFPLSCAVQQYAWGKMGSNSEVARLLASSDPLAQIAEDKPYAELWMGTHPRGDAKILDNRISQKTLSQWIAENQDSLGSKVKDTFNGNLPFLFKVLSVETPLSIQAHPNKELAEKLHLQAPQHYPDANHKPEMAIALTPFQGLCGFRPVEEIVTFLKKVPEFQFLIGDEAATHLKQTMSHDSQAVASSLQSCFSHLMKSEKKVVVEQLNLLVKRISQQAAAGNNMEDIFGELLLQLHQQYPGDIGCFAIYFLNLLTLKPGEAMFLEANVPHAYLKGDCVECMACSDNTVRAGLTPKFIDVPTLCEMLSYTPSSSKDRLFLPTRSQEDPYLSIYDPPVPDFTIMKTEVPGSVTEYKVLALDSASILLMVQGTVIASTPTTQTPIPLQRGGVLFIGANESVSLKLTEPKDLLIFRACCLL
TNAP act hiacc: increases human TNAP activity under high phosphate acceptor concentration | P05186 | purified TNAP, CDP-star luminescence, 1 M DEA, 30 min; hits give high values; 0 = EDTA background, 1 = DMSO-only activity | activation factor at 20 µM | 200,000 tested, under 10 active | AID 1136;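 active = activation factor at least 2 at 20 µM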
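Measured by: Luminescent substrate turnover signal | Test system: Human TNAP | Input: TNAP 1/800 final | Dosing: 20 µM single point | Schedule: 30 min, room temperature | Controls: EDTA wells as negative control, DMSO wells as positive control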
TNAP inh hiacc: TNAP (human) inhibition, high acceptor; inhibition, % at 20 µM; P05186; AID 1135; 200,000 compounds, 0.03% hits; purified TNAP, CDP-star luminescence, 1 M DEA;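 active = over 50% inhibition of tissue-nonspecific alkaline phosphatase at 20 µM in the single-dose screen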;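 also: plate controls were DMSO wells for no effect and EDTA-quenched wells as full inhibition for full effect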
PMI act satM6P: activators of human phosphomannose isomerase at near-saturating mannose 6-phosphate; P34949; coupled PMI enzyme assay, resazurin fluorescence, 20 min; hits give high values; 1 = untreated enzyme, 0 = substrate-free blank; activation factor at 20 µM; 190,000 compounds, 0.34% hits;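 active = activation factor of 2 or more at 20 µM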
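Material: human phosphomannose isomerase with PGI, G6PDH, diaphorase coupling enzymes / Reagent: Man-6-P substrate 1.0 mM / Dosing: single compound dose of 20 µM, 1% DMSO final / Incubation: enzyme reaction with compound 20 min at room temperature / Signal: resorufin fluorescence (Ex 544/Em 590 nm) from resazurin via diaphorase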
Diaphorase inh: inhibits diaphorase or chemically oxidizes, flagging diaphorase assay artifacts; diaphorase resazurin-to-resorufin fluorescence, NADH, 16 min; bacterial (C. kluyveri) enzyme, not human; inhibition, % at 20 µM; 190,000 compounds, 0.69% hits; AID 1217;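 active = primary screen inhibition at 20 µM above a set limit, cut at about 50% in these data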;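 also: plate controls were DMSO with full reaction for no effect and wells lacking NADH for full effect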
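Benchmarks: positive control wells lacking NADH, neutral wells with DMSO only. System: bacterial diaphorase enzyme (C. kluyveri). Input: 0.14 U/mL diaphorase, enzyme working solution. Detection: resorufin fluorescence, excitation 544 nm, emission 590 nm. Times: 16-min room-temperature incubation before reading.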
Efa HMGR inh: inhibitors of class II HMG-CoA reductase from Enterococcus faecalis; purified E. faecalis HMGR, NADPH absorbance 340 nm kinetic; inhibition, % at 10 µM; 190,000 compounds, 0.41% hits;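 active = inhibition above a set limit, the median over all tested compounds plus 3 SD, cut at about 9.5% in these data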;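 also: enzyme runs in reverse so mevalonate oxidation gives rising NADPH absorbance; 0% = complete reaction with DMSO and 100% = background rate lacking mevalonate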
Diaphorase act: activates diaphorase or chemically reduces, flagging diaphorase assay artifacts. AID 1229. 190,000 compounds, 0.005% hits. activation factor at 20 µM. Diaphorase/resazurin coupled assay, resorufin fluorescence, 16 min; hits give high values; 1 = vehicle wells, 0 = NADH-free wells;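 active = diaphorase activity raised at least twofold by the compound at 20 µM; inactive = activation factor below 2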
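Assay system: Purified diaphorase enzyme from Clostridium kluyveri | Amount: Enzyme 0.07 U/mL final | Dosing: Compound 20 µM once, DMSO 1% | Timing: 16 min reaction at room temperature | Detection: Fluorescence, excitation 544 nm and emission 590 nm | Evaluation: Higher resorufin formation from activation or reduction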
TNAP inh noacc: inhibitors of human TNAP without phosphate acceptor | P05186 | purified TNAP, CDP-star luminescence, 30 min | inhibition, % at 20 µM | 200,000 compounds, 0.26% hits | AID 1012;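 active = tissue-nonspecific alkaline phosphatase inhibition above about 50% at 20 µM in the single-dose screen, limit read from the data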;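 also: 0% = DMSO negative control and 100% = EDTA positive control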
FLuc stim CS: affects firefly luciferase, flagging false hits in luciferase stimulation screens; P08659; 200,000 tested, under 10 active; ATPlite luciferase biochemical, luminescence, 10 min; 0 = ATP-free wells, 1 = DMSO control; activation factor at 10 µM; AID 1027;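 active = luciferase activation factor, scaled between plate controls, of at least 2 with compound at 10 µM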
Target sequence (P08659 whole entry, looked up): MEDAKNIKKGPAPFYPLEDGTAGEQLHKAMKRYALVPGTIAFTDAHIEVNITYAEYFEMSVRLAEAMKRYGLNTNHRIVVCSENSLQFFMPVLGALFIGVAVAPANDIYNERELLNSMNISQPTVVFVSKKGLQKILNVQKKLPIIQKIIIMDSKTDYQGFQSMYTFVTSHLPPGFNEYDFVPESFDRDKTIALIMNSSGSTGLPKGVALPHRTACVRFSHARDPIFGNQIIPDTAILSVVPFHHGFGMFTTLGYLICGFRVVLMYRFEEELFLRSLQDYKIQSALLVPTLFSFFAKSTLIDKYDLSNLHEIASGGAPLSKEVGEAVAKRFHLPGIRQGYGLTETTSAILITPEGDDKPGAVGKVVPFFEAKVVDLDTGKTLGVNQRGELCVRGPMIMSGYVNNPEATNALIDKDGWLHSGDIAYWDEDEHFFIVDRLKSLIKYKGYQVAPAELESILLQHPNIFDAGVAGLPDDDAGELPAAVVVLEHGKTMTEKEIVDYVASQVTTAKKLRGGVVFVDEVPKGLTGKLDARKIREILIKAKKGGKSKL
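Material: Luciferase/luciferin reagent mix; Doses: test compounds dosed from 2 mM stocks in 100% DMSO; Schedule: 10 min incubation after luciferase reagent addition, room temperature; Measured by: luminescence from luciferase reaction; Read-out: luminescence gain marking luciferase activators.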
G6PDH CS: L. mesenteroides G6PDH inhibition counter-screen; inhibition, % at 5 µM; Purified L. mesenteroides G6PDH, diaphorase/resazurin coupled fluorescence, 45 min; 200,000 compounds, 0.12% hits; AID 1020; in the data active = inhibition above about 50%
* hit, by the source's call; . = not tested or not shown.

| # | Structure | TNAP inh hiacc | Diaphorase act | Diaphorase inh | PMI activator | Efa HMGR inh | G6PDH CS | TNAP inh noacc | PMI act satM6P | FLuc stim CS | TNAP act hiacc |
| --- | --- | --- | --- | --- | --- | --- | --- | --- | --- | --- | --- |
| 1 | O=C(C1CCCCC1)N1CCC(CO)(Cc2ccccc2Cl)CC1 | -5.3 | . | . | . | -3.9 | 6.3 | -7.9 | . | 1.1 | 1.1 |
| 2 | COc1ccc(C(=O)NC(=O)N2CCCCC2)cc1 | -2.8 | 0.9 | 9.8 | 1 | -4.4 | 3.1 | -8.5 | 1 | 1 | 1 |
| 3 | CCN(CC)S(=O)(=O)c1ccc(C(=O)OCC(=O)NCc2ccco2)cc1 | -4.3 | 0.9 | 8.7 | 1 | -3.1 | 2.5 | -2.6 | 1 | 1.1 | 1 |
| 4 | CC(=O)c1c(C)[nH]c(C(=O)O)c1C | 1.9 | 0.9 | 8.8 | 0.9 | -7.4 | 14.2 | -5.4 | 0.9 | 1 | 1 |
| 5 | O=C(NCCOc1cccc2cccnc12)c1cccs1 | -4.3 | 1 | -3.6 | 0.9 | 2.3 | 5.4 | -12.5 | 0.9 | 1 | 1 |
| 6 | C=CCNC(=O)C(C)Sc1ccc(Cl)cc1 (stereo unspecified) | -3.4 | 0.9 | 12.8 | 0.9 | 0.2 | -14.0 | -12.5 | 0.9 | 1 | 1 |
| 7 | Cc1ccc(C)c(N2CCN(C(=O)CCCN3C(=S)NC(C)(C)CC3C)CC2)c1 (stereo unspecified) | 2.3 | 0.9 | 5.3 | 1 | -0.9 | -16.1 | 5.2 | 1.2 | 1.1 | 1 |
| 8 | CCN(CC)CCn1nc(C)nc1-c1ccccc1O | 0.0 | 1 | 3.7 | 0.9 | -6.3 | 7.2 | 2.5 | 0.9 | 1 | 1 |
| 9 | COc1ccc(NC(=O)/C(Cl)=C(/Cl)S(=O)(=O)Cc2ccccc2)cn1 | 4.3 | 0.9 | 13.2 | 0.9 | -4.7 | 6.8 | -9.1 | 0.9 | 1 | 1 |
| 10 | CCCCC(=O)Nc1cccc(-c2nnc(-c3ccccc3)o2)c1 | -0.5 | 0.8 | 18.0 | 0.9 | 0.8 | -45.7 | -7.0 | 0.9 | 1.1 | 1 |
| 11 | COc1ccccc1CNC(=O)/C=C/c1ccc(S(=O)(=O)NCc2ccco2)cc1 | -3.2 | 0.9 | 14.3 | 1 | 5.1 | 2.9 | -6.8 | 1 | 1.1 | 1 |
| 12 | COCCCNC(=O)c1c(-c2ccccc2)noc1C | -7.7 | 1 | 0.7 | 1.1 | -0.6 | 14.0 | 2.8 | 1 | 1.1 | 1.1 |
| 13 | N#C/C(=C\c1ccccc1)C(=O)Nc1cc(S(=O)(=O)N2CCOCC2)ccc1N1CCCC1 | -5.1 | 0.8 | 21.8 | 0.9 | -5.0 | 0.3 | -11.0 | 0.9 | 1.1 | 1.1 |
| 14 | CN(C)CCOc1ccccc1C(C)(C)C | -2.7 | 0.8 | 16.1 | 0.9 | -0.3 | 18.4 | -0.7 | 0.9 | 1 | 1 |
| 15 | COCc1[nH]nc2c1C(c1cc(OC)c(O)c(OC)c1)C(C#N)=C(N)O2 (stereo unspecified) | 37.2 | 0.6 | 35.2 | 0.5 | -4.0 | 46.9 | 44.3 | 0.4 | 1 | 0.6 |
| 16 | CCCOC(=O)C1=C(C)NC2=C(C(=O)CCC2)C1c1cccs1 (stereo unspecified) | -4.4 | 0.8 | 22.5 | 0.9 | -4.0 | 3.7 | -17.5 | 0.9 | 1.1 | 1 |
| 17 | C=CCNC(=S)N1CCC(C(=O)c2ccc(OC)cc2)CC1 | -6.2 | 0.8 | 20.9 | 0.9 | -3.0 | -7.7 | -12.6 | 1 | 1.1 | 1.1 |
| 18 | COc1ccc(CN2C(=O)CN=C2Nc2cccc(C)c2C)cc1 | -3.0 | 0.9 | 6.1 | 1 | -2.8 | 1.8 | -9.7 | 1.1 | 1 | 1 |
| 19 | CC(=C\c1ccco1)/C=C(\C#N)C(=O)NCCc1c[nH]c2ccccc12 | 1.1 | 0.7 | 30.5 | 0.8 | -10.0 | -20.1 | -8.1 | 0.8 | 1 | 1 |
| 20 | Cc1cccc(C)c1NC(=O)C(=O)c1cn(C)c2ccccc12 | -3.1 | 1 | 1.4 | 1.1 | -2.2 | 1.0 | -13.6 | 1.1 | 1 | 1 |
| 21 | CC(C)CCNC(=O)NC(=O)COC(=O)C1CCN(S(=O)(=O)c2ccccc2F)CC1 | 1.0 | 0.8 | 18.4 | 0.8 | -5.9 | 12.7 | 1.2 | 1 | 1 | 1 |
| 22 | CN1CCN(Cc2cccc(Oc3ccccc3)c2)CC1 | 2.5 | 1 | 0.1 | 1.1 | -3.6 | -5.4 | -5.2 | 1 | 1 | 1 |
| 23 | Cn1c(CCNC(=O)c2ccccc2)nc2ccccc21 | -3.2 | 0.9 | 12.6 | 0.9 | 1.1 | 12.1 | -8.3 | 0.9 | 1 | 1 |
| 24 | COc1ccccc1-c1nc(-c2cccc(C)c2)no1 | -3.1 | 0.9 | 9.3 | 0.9 | -1.0 | 12.6 | -6.1 | 1 | 0.7 | 1 |
| 25 | COCCCNC(=S)NC(=O)c1ccccc1 | -2.1 | 0.8 | 20.1 | 1 | -2.6 | 2.2 | -18.5 | 1 | 0.9 | 1 |
| 26 | COc1ccc(C(=O)C2CCCN(C(=O)c3cccnc3OC)C2)cc1F (stereo unspecified) | -6.4 | 1 | 4.7 | 0.9 | -3.3 | 14.9 | -6.0 | 1 | 1 | 1.1 |
| 27 | COc1ccc(Cl)cc1NC(=O)CSc1nc(C)cc(C)n1 | -4.6 | . | . | . | -0.1 | 9.8 | -9.8 | . | 1.1 | 1 |
| 28 | COc1cccc(NC(=O)c2ccccc2-c2nc(-c3ccccc3)no2)c1 | -1.3 | 0.7 | 28.6 | 0.9 | 1.2 | 2.2 | -5.5 | 0.9 | 1 | 1 |
| 29 | O=C(Nc1cccc(F)c1)N1CCCC(CNS(=O)(=O)Cc2ccccc2)C1 (stereo unspecified) | -4.7 | 0.8 | 15.3 | 0.8 | -2.1 | 22.1 | -8.3 | 0.9 | 1 | 1 |
| 30 | CCc1ccc(OCC(=O)N/N=C(\C)c2ccc(-n3ccnc3)cc2)cc1 | -4.4 | 0.9 | 10.8 | 0.9 | 1.4 | -28.9 | 9.1 | 0.9 | 0.3 | 1 |
| 31 | CCOc1ccc(N(CC(=O)OC)S(=O)(=O)c2ccc(OC)c(OC)c2)cc1 | -0.7 | 1 | 4.0 | 1 | -7.1 | -14.6 | -12.7 | 1 | 1.1 | 1 |
| 32 | Cc1occc1-c1nnc(SCC(=O)NCC2CCCO2)n1C (stereo unspecified) | -4.1 | 0.9 | 13.3 | 1 | 0.9 | -7.9 | -5.5 | 1 | 1 | 1 |
| 33 | O=c1c2ccccc2ncn1CCOCCOc1cccc(Br)c1 | -2.2 | 0.9 | 12.9 | 1 | 4.0 | 0.6 | -7.1 | 0.8 | 1 | 1 |
| 34 | O=C(Cn1c(=O)oc2cc(S(=O)(=O)N3CCCCCC3)ccc21)NC1CCCCCCC1 | -8.6 | 1.1 | -8.0 | 1 | -5.5 | 4.3 | 2.5 | 1 | 1.1 | 1.1 |
| 35 | NS(=O)(=O)c1ccc(Nc2nc(-c3ccccc3)cs2)cc1 | -1.6 | 0.8 | 16.0 | 1 | -8.5 | 8.5 | -4.3 | 1 | 1.1 | 1 |
| 36 | Cc1nc2c(-c3ccc(Cl)cc3)cnn2c2c1CCC2 | -4.2 | 1 | 3.4 | 0.9 | -2.3 | 3.1 | -17.8 | 0.9 | 0.9 | 1 |
| 37 | CCOc1ccc(-n2c(Cc3cc(=O)[nH]c(=O)[nH]3)nnc2SCc2cccnc2)cc1 | -1.1 | 0.9 | 7.8 | 1 | 1.6 | 1.6 | -10.2 | 1 | 1 | 1 |
| 38 | Cc1ccc(/C=c2/sc3nnc(-c4ccccc4Cl)n3c2=O)o1 | 2.7 | 0.8 | 17.6 | 0.8 | -0.2 | -5.8 | 33.0 | 0.9 | 0.9 | 1 |
| 39 | CNc1nccc(-c2ccc(Cl)cc2)c1C#N | -4.2 | 1 | 2.6 | 1 | -2.1 | -1.9 | -13.7 | 1.1 | 1 | 1 |
| 40 | CCN(CC)CCNC(=O)c1sc2ncn(CC(=O)Nc3ccc(C)c(Cl)c3)c(=O)c2c1C | -3.3 | 0.9 | 9.3 | 1 | 0.3 | 12.8 | -3.8 | 0.9 | 1 | 1 |
| 41 | CC(=O)Nc1c(C)nn(-c2ccc([N+](=O)[O-])cc2)c1C | 0.5 | . | . | . | -3.0 | 10.9 | -6.5 | . | 1 | 1 |
| 42 | COc1cc2c(cc1OC)CN(CC(=O)Nc1ccccc1SC)CC2 | -2.7 | 0.9 | 8.6 | 0.9 | 1.0 | 4.9 | -12.1 | 0.9 | 1 | 1 |
| 43 | O=C(NCc1cccnc1)c1cccc(S(=O)(=O)N2CCCCC2)c1 | -4.1 | 0.8 | 21.6 | 0.9 | 1.4 | 4.9 | -6.5 | 0.9 | 1.1 | 1 |
| 44 | COc1ccc(N2CCN(C(=O)c3ccc4ccccc4n3)CC2)cc1 | -1.3 | 0.9 | 6.3 | 0.9 | -1.4 | 3.2 | -8.8 | 1 | 1 | 1 |
| 45 | Cc1ccc(S(=O)(=O)Oc2ccc(/C=C3\N=C(c4cccc(C)c4)OC3=O)cc2)cc1 | -2.3 | 1 | 0.6 | 1 | 1.3 | 4.5 | -11.8 | 1.1 | 1 | 1 |
| 46 | COc1cccc(C=NCCNC(=O)c2nonc2N)c1O | -0.2 | 0.8 | 18.9 | 0.8 | -5.3 | 11.0 | 1.4 | 0.7 | 1 | 1 |
| 47 | CCN1C(=O)C(CC(=O)Nc2c(C)cccc2C)SC1=Nc1ccc(S(N)(=O)=O)cc1 (stereo unspecified) | -2.6 | 0.8 | 21.1 | 0.9 | 2.4 | 3.0 | -7.3 | 0.9 | 1 | 1 |
| 48 | Cn1c(Cc2ccccc2)nnc1SCC(=O)c1ccc(Br)s1 | -1.0 | 0.8 | 19.5 | 1 | -3.0 | -10.7 | -5.5 | 1.3 | 1 | 1 |
| 49 | CC(C)(C)CC(=O)NCCCN1CCOCC1 | -4.7 | 1 | 4.0 | 1 | 1.5 | -2.3 | -12.4 | 1 | 1.1 | 1 |
| 50 | CSc1ccc(-c2nc(O)c3cnccn23)cc1 | -5.2 | 0.6 | 35.5 | 1.2 | -1.0 | 8.8 | 11.2 | 1.1 | 1 | 1.1 |
